Screening data as filed in PubChem.
TRHR enhancer = qHTS for Small Molecule Agonists and Allosteric Enhancers of Human TRH Receptor: Primary Screen for Enhancers; TRHR cells, fluo-8 calcium fluorescence, EC20 TRH enhancement; enhancement, % at 2 µM; Thyrotropin-releasing hormone receptor (Homo sapiens), P34981; hit rate 0.66% among 360,000; AID 493056, 2011; in the data active = enhancement above about 30%; note: 0% is about no effect
Target sequence (P34981 whole entry, looked up): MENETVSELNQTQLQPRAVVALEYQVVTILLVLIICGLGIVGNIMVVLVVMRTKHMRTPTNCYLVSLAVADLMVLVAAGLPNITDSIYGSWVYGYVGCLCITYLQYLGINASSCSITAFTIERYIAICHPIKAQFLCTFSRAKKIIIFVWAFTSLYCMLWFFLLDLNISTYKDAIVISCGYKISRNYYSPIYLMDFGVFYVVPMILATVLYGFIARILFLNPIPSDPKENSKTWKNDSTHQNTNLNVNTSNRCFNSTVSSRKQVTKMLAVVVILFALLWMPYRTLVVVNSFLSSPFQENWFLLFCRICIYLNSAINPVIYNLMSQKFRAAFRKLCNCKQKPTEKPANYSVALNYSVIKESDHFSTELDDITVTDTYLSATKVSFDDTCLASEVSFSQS
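Enhancer read-out: after compound pinning and an initial kinetic agonist-mode read, an EC20 of TRH (10 nM final) was injected and fluo-8 calcium signal (Ex 480/Em 530) followed at 1 s/cycle for 100 cycles in TRHR-expressing cells.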
USP1 inh = Inhibitors of USP1/UAF1: Primary Screen | Ubiquitin carboxyl-terminal hydrolase 1 (Homo sapiens), O94782 | recombinant USP1/UAF1, Ub-Rhodamine cleavage fluorescence | Potency, µM (highest dose often 57.1 µM), for inactives: at the highest dose activity change, negative = inhibition, usual class: inhibitors | hit rate 0.23% among 390,000 | AID 743255, 2014; note: potency is the fitted concentration of half-maximal effect; % is set by controls: 0 for no effect and ±100 for the full control effect; nearly all actives have a fitted effect of over 60% in size; inactives centre near -12
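USP1/UAF1 complex at 1 nM was preincubated with compound for 15 min at room temperature, then Ub-Rho substrate (150nM final) was added. Fluorescence (480/540 nm) was read kinetically, 6 reads every 60 seconds.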
mIDH1 inhibitor = qHTS for Inhibitors of mutant isocitrate dehydrogenase 1 (IDH1): qHTS; Isocitrate dehydrogenase [NADP] cytoplasmic (Homo sapiens), O75874; IDH1-R132H enzyme, NADPH consumption, diaphorase/resazurin fluorescence; Potency, µM (doses to about 76.6 µM), without a hit: at the highest dose activity change, negative = inhibition, hits mostly inhibitors; hit rate 0.093% among 390,000; AID 602179, 2012; note: potency is the fitted concentration of half-maximal effect; % is set by controls: 0 for no effect and ±100 for the full control effect; nearly all actives have a fitted effect of over 65% in size
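IDH1-R132H (0.5 ug/mL dispensed) in pH 7.5 Tris buffer was preincubated 30 min with compound, then given a substrate mix of 0.016 mM NADPH and 2 mM alpha-KG for 80 min at room temperature; remaining NADPH was read by diaphorase/resazurin fluorescence.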
rTrxR1 inhibitor = qHTS Assay for Inhibitors of Mammalian Selenoprotein Thioredoxin Reductase 1 (TrxR1): qHTS. Thioredoxin reductase 1, cytoplasmic (Rattus norvegicus), O89049. hit rate 1% among 390,000. Potency, µM (highest dose often 114 µM), without a hit: at the top dose activity change, negative = inhibition, hits mostly inhibitors. recombinant rTrxR1, NADPH fluorescence consumption, selenite substrate; note: potency is the fitted concentration of half-maximal effect; % is set by controls: 0 for no effect and ±100 for the full control effect; nearly all actives have a fitted effect of over 65% in size
Target sequence (O89049 whole entry, looked up): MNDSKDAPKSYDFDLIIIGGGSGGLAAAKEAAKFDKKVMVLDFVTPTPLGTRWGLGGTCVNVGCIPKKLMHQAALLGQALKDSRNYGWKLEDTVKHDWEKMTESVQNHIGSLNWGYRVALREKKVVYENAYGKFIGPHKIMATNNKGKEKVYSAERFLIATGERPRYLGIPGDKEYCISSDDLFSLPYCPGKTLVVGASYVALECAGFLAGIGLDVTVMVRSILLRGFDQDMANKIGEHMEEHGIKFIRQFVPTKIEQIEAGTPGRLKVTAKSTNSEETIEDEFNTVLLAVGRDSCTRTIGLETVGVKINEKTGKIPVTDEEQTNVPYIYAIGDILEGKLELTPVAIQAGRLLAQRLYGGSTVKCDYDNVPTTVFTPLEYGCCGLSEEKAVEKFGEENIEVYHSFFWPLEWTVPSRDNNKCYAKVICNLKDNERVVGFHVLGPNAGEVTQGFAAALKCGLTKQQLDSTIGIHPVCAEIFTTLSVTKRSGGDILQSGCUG
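Rat TrxR1 (90 nM in the dispensed reagent) was pre-reduced with 400 uM NADPH for 5 min at room temperature, then incubated with compound for 15 min. After 400 uM selenite was added, NADPH fluorescence (Ex 340/Em 450 nm) was followed for 8 min.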
D2 antag = HTS Assay for Allosteric Antagonists of the Human D2 Dopamine Receptor: Primary Screen for Antagonists | hit rate 2% among 340,000 | inhibition, % at 10 µM | D(2) dopamine receptor (Homo sapiens), P14416 | HEK293 TREx D2 cells, calcium flux, dopamine EC80; in the data active = inhibition above about 30%; note: 0% is about no effect
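Measurement of antagonist activity uses fluorescent calcium dye in inducible HEK293 T-REx D2 cells: 10 s baseline, compound addition with 180 s read, EC80 dopamine addition with a further 180 s read.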
D2 agonist = HTS Assay for Allosteric Agonists of the Human D2 Dopamine Receptor: Primary Screen for Agonists | activation, % at 2 µM | HEK293 T-REx D2 cells, calcium flux agonist mode | hit rate 0.53% among 340,000 | AID 485358, 2010;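 active = activation over 3 SD above normal in the single-dose calcium agonist read, cut at about 30% in these data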; note: 0% is about no effect
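HEK293 Trex D2 cells, tetracycline-induced, o/n 30 C 5% CO2; no-wash Ca dye, RT 30–90 min; 10-cycle baseline, 23 nl cpd added, kinetic Ca read 180 s; agonist hits = positive Ca response.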
PI4K2A block = qHTS for small molecular inhibitors of PI4K2A | purified PI4K2A, ADP-Glo luminescence, 1 h; hits give low values | AID 1346378, 2018 | activity change, negative = inhibition, % at 76.9 µM | hit rate 0.13% among 420,000 | Phosphatidylinositol 4-kinase type 2-alpha (Homo sapiens), Q9BTU6; in the data active = activity change below about -50%; inconclusive = mostly about -30% to -49%;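 note: -100% = wells without enzyme as full effect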
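PI4K2A activity was measured by ADP-Glo luminescence: enzyme (4 ug/mL stock) and phosphatidylinositol (1.2 mM stock) in Tris pH 7.5/MgCl2/EGTA/Triton X-100 buffer were reacted with ATP (300 microM stock) for one hour at ambient temperature.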
TRHR agonist = qHTS for Small Molecule Agonists and Allosteric Enhancers of Human TRH Receptor: Primary Screen for Agonists; activation, % at 2 µM; Thyrotropin-releasing hormone receptor (Homo sapiens), P34981; TRHR cells, calcium flux fluo-8, FDSS agonist mode; hit rate 0.18% among 360,000; in the data active = activation above about 30%; note: 0% is about no effect
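Fluo-8-loaded TRHR cells; 10 s baseline, compound added, kinetic Ca2+ fluorescence read 1/s, agonist mode.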
TrxR1 substrate = qHTS Assay for Substrates of Mammalian Selenoprotein Thioredoxin Reductase 1 (TrxR1): qHTS. purified TrxR1 substrate turnover, NADPH consumption readout. Potency, µM (titrated, usually from 114 µM), for inactives: top-dose activity change, negative = substrate turnover. hit rate 0.01% among 390,000. AID 588456, 2011; note: potency is the fitted concentration of half-maximal effect; % is set by controls: 0 for no effect and ±100 for the full control effect; nearly all actives have a fitted effect of over 50% in size
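Rat TrxR1, dispensed at 90 nM, was prereduced with 400 uM NADPH (final) for 5 min at ~22 deg C, then incubated with compound 15 min before 400 uM selenite. A first-read NADPH fluorescence drop versus no-compound background flagged substrates.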
Active calls of the source: *; ? = inconclusive; / = no result given; [ ] = another dose, or the depositor's remark. Unless noted, calls come from the whole dose curve; as a rule, active = well fitted inhibition curve with a large enough effect; inconclusive = small, poorly fitted or top-dose-only effect; inactive = no such curve, though single readings can be large or run the other way.

Preview (three entries):
SMILES	TRHR enhancer	USP1 inh	mIDH1 inhibitor	rTrxR1 inhibitor	D2 antag	D2 agonist	PI4K2A block	TRHR agonist	TrxR1 substrate
O=C(COC(=O)COc1ccc(Cl)cc1)Nc1ccc(F)c([N+](=O)[O-])c1	-1	-17%	1%	-1%	21	-2.1	-1	0.2	-6%
COc1ccc(C=NNc2nc3c([nH]2)c(=O)n(C)c(=O)n3C)cc1	/	10%	-7%	-4%[2.29 µM]	/	/	-1	/	-6%[2.29 µM]
Cc1ccc(C)n1-c1cc([N+](=O)[O-])ccc1-n1ccnc1	-5	-25%	0%	-21%	-2	-0.9	-5	-0.6	-11%

The list itself, repeating the preview:
SMILES	TRHR enhancer	USP1 inh	mIDH1 inhibitor	rTrxR1 inhibitor	D2 antag	D2 agonist	PI4K2A block	TRHR agonist	TrxR1 substrate
O=C(COC(=O)COc1ccc(Cl)cc1)Nc1ccc(F)c([N+](=O)[O-])c1	-1	-17%	1%	-1%	21	-2.1	-1	0.2	-6%
COc1ccc(C=NNc2nc3c([nH]2)c(=O)n(C)c(=O)n3C)cc1	/	10%	-7%	-4%[2.29 µM]	/	/	-1	/	-6%[2.29 µM]
Cc1ccc(C)n1-c1cc([N+](=O)[O-])ccc1-n1ccnc1	-5	-25%	0%	-21%	-2	-0.9	-5	-0.6	-11%
O=[N+]([O-])c1ccc(S(=O)(=O)NCC2CC3CCC2C3)cc1 (stereo not given)	-6	-26%	0%	-10%	-15	-0.8	-3	0.0	0%
COc1ccc(Cl)cc1NC(=S)NCCc1c[nH]c2ccccc12	6	-16%	8%	-18%	8	0.0	9	-0.6	-4%
COC(=O)C1=C(C(=O)OC)C(c2cc(Cl)ccc2O)c2sc(=O)[nH]c2S1 (stereo not given)	5	-9%	7%	-10%	-20	0.2	11	-0.4	4%
O=C(CSc1ncnc2nc[nH]c12)Nc1nnc(SCc2ccc(Cl)c(Cl)c2)s1	7	-10%	13%	26%	-11	0.1	-5	0.3	2%
CCOc1ccc(CN(C)C(=O)CNC(=O)c2cc(OC)c(OC)c(OC)c2)cc1	-7	-7%	-9%	11%	6	0.5	-2	-0.2	-4%
Cc1cc2cc(CNC(=O)NC3CCCCC3)ccc2[nH]1	0	-4%	1%	13%	-19	0.3	1	-0.1	8%
COc1ccc(OCc2cc(C(=O)NCC(C)(C)N3CCOCC3)no2)c(Cl)c1	-1	-18%	9%	-8%	-1	-2.0	4	-1.3	-6%
Cc1ccccc1OC(C)C(=O)NCCC1=CCCCC1 (stereo not given)	16	-18%	-4%	18%	-3	0.6	0	2.0	-3%
CCOC(=O)c1c(C)n(S(=O)(=O)c2ccc(C)cc2)c2ccc(NS(=O)(=O)c3ccc(C)cc3)cc12	-3	-17%	-3%	11%	/	0.8	-1	-0.1	4%
Cc1cc(C)cc(CSc2nnc(C)c(=O)[nH]2)c1	-5	0%	13%	-15%	11	-0.3	-3	0.4	-9%
Cc1ccc(C)c(OCCC(=O)Nc2cccc(S(=O)(=O)N3CCCC3)c2)c1	-3	-18%	3%	-16%	-3	-0.4	2	0.4	-9%
CCOC(=O)C(Cc1ccccc1)C(=O)Nc1cccc(C)c1 (stereo not given)	31*	-8%	7%	9%	-3	-1.7	3	-0.8	-1%
C=CCn1c(SCC(=O)NC)nnc1C12CC3CC(CC(C3)C1)C2	6	-8%	-1%	12%	4	-0.3	0	-0.5	-2%
O=C(COc1ccc([N+](=O)[O-])cc1)NC(C(=O)O)C(O)c1cccc([N+](=O)[O-])c1 (stereo not given)	1	-22%	1%	17%[57.1 µM]	3	0.3	1	1.0	5%[57.1 µM]
CC(C1CC2CCC1C2)n1c(-c2ccco2)n[nH]c1=S (stereo not given)	-5	-3%	0%	-12%[57.1 µM]	-3	0.7	-3	0.0	7%[57.1 µM]
Cc1ccc(C)c2c1cc(C)c1nnc(SCC(=O)c3cccs3)n12	0	-18%	19%	-2%[57.1 µM]	2	-0.7	8	0.0	9%[57.1 µM]
CCn1c(=NC(=O)CSCC(=O)Nc2nccs2)sc2ccccc21	3	-20%	5%	28%[57.1 µM]	-9	1.5	-8	-0.3	9%[57.1 µM]
Cc1nc2cccnc2n1C1CCN(S(=O)(=O)N(C)C)CC1	-4	4%	-16%	12%[57.1 µM]	/	0.5	-2	0.2	6%[57.1 µM]
CCOc1ccc(/C=C(/NC(=O)c2ccc(Cl)cc2)C(=O)O)cc1OCC	2	-22%	3%	7%	-7	0.8	1	0.0	0%
COCCCNC(=O)c1cnn(-c2ccc(F)cc2F)c1C1CCNCC1	18	-17%	13%	4%	/	0.5	-3	-2.0	5%
CC(C)C(=O)NN1c2ccccc2CCc2ccccc21	1	-22%	-1%	30%	3	-1.5	3	0.0	14%
CCOc1ccc2[nH]c(=O)c(CN(CCCO)S(=O)(=O)c3ccc(F)cc3)cc2c1	-1	-23%	1%	-1%[57.1 µM]	0	0.0	-2	-1.4	25%[57.1 µM]
Additional compounds follow:
SMILES	TRHR enhancer	USP1 inh	mIDH1 inhibitor	rTrxR1 inhibitor	D2 antag	D2 agonist	PI4K2A block	TRHR agonist	TrxR1 substrate
Cc1nn(C(C)C(=O)NCCc2ccco2)c(=O)c2nn(-c3ccccc3)c(C)c12 (stereo not given)	-8	-19%	-15%	16%	11	-0.3	-2	-0.3	7%
COc1ccc(Br)cc1C(=O)Nc1ccc2oc(-c3cccnc3)nc2c1	5	-8%	17%	-11%	/	3.2	3	-0.2	2%
COc1ccc(C2=CC(c3cc(OC)c(OC)c(OC)c3)NC(=S)N2)cc1 (stereo not given)	1	7%	9%	?	/	/	-19	-0.5	8%[57.1 µM]
O=C(CCN1C(=O)C2C3C=CC(C3)C2C1=O)N1CCN(c2ccccn2)CC1 (stereo not given)	-4	-1%	-1%	22%	-1	-0.5	-2	0.4	23%
Cc1ccc(CS(=O)Cc2ccc(C(=O)NCCc3ccccc3)o2)cc1 (stereo not given)	1	-14%	1%	-7%	-22	-0.9	-2	0.1	2%
CCOC(=O)c1c(NC(=O)CSc2nc3ccccc3s2)sc(C)c1C	-2	-8%	-3%	-19%	-4	0.2	-1	0.1	-4%
COc1cccc(-c2nc(NCC3CCCO3)c3ccccc3n2)c1O (stereo not given)	-5	?	5%	10%	4	0.8	-1	-0.2	-3%
CCOc1ccc(/C(C)=N/N2C(=O)C(CC(=O)Nc3ccc(OC)cc3[N+](=O)[O-])SC2=Nc2cccc(C)c2C)cc1 (stereo not given)	-1	1%	8%	-19%	/	/	0	0.3	-11%
O=C1CC(c2ccc(O)cc2)Oc2cc(O)ccc21 (stereo not given)	/	-9%	7%	23%[57.1 µM]	/	/	0	/	14%[57.1 µM]
COCCNC(=O)COc1cccc2c1OC(C)(C)C2	3	0%	-4%	10%	-7	-0.1	4	0.5	-6%
CCOCC(=O)Nc1ccccc1C(=O)O	-1	-1%	1%	19%[57.1 µM]	1	-0.2	-3	0.8	-3%[57.1 µM]
Cc1cc(NC(=O)CSc2cn(CCNC(=O)c3ccc(Cl)cc3)c3ccccc23)no1	0	-19%	-6%	13%[57.1 µM]	-14	0.4	0	-0.2	2%[57.1 µM]
COc1ccc2c(c1)oc(=O)c1ccccc12	-6	-17%	11%	37%	-12	-0.5	2	-0.6	65%[activator][57.1 µM]
CCOc1ccc2nc(SCC(=O)NCc3ccc(S(N)(=O)=O)cc3)[nH]c2c1	15	-3%	1%	2%	-2	-0.1	-2	0.2	-2%
COc1ccccc1C(=O)N/C(=C\c1cn(S(=O)(=O)N(C)C)c2ccccc12)C(=O)N1CCOCC1	-7	-25%	-5%	6%	0	-0.1	3	0.4	0%
COc1cccc(NC(=S)N(CCCN2CCOCC2)C(C)c2cc3ccccc3o2)c1 (stereo not given)	-10	-10%	2%	10%	4	-1.0	4	-0.3	-5%
O=C(NCCOc1ccccc1)C(=O)c1c[nH]c2ccccc12	2	-19%	4%	-3%	-8	-0.4	1	0.6	-6%
CCCCOC1(c2ccccc2)OC(=O)c2ccccc21 (stereo not given)	-2	-21%	9%	9%	10	1.7	7	-0.1	4%
CCOC(=O)C1CCCN(C(=O)Cn2sc3nc(C)cc(C)c3c2=O)C1 (stereo not given)	18	2%	-4%	-17%	-25	-0.2	-2	-0.3	-17%
O=C1CNCc2[nH]c3ccccc3c2N1c1ccccc1	-3	-10%	16%	-9%	-6	0.1	-2	-0.3	-2%
CCN1CCN(c2nc(Nc3cccc(F)c3)nc(N)c2[N+](=O)[O-])CC1	8	2%	6%	-3%[57.1 µM]	73*	0.0	1	-0.7	8%[2.29 µM]
O=C(C(Cl)Cl)N1CC2CCC(CC2)C1	/	?	1%	-16%	/	/	-4	/	-8%
O=S(=O)(Nc1cccnc1)c1ccc(Cl)cc1	-1	7%	19%	-9%	-2	-0.8	-4	-0.5	-9%
N/C(=N\c1nc2c(c(=O)[nH]1)CCC2)Nc1cccc2ccccc12	-4	2%	11%	30%	4	0.1	-1	0.7	5%
Cc1c(Cl)c(-c2n[nH]c(=S)n2Cc2ccco2)nn1C	3	0%	2%	-17%	2	0.3	0	-0.2	5%
COc1ccc(N2CCN(C(=O)c3ccc4c(c3)CC(c3ccccc3)OC4=O)CC2)cc1 (stereo not given)	14	-22%	-4%	12%	-15	0.7	-2	-0.3	-5%[57.1 µM]
